GLP1R ag: activates the human GLP-1 receptor | P43220 | actives 0.007% (n = 380,000) | HEK293 GLP-1R CRE-luciferase, luminescence, 4-6 h; cells express a hypersensitive GLP-1R form | AID 624172 | Potency, µM (top dose mostly 45.6 µM), inactives show at the highest dose activation, usual class: activators; further: potency means the concentration at half of the fitted maximal effect; % of control where 0% means no effect
Target sequence (P43220 whole entry, looked up): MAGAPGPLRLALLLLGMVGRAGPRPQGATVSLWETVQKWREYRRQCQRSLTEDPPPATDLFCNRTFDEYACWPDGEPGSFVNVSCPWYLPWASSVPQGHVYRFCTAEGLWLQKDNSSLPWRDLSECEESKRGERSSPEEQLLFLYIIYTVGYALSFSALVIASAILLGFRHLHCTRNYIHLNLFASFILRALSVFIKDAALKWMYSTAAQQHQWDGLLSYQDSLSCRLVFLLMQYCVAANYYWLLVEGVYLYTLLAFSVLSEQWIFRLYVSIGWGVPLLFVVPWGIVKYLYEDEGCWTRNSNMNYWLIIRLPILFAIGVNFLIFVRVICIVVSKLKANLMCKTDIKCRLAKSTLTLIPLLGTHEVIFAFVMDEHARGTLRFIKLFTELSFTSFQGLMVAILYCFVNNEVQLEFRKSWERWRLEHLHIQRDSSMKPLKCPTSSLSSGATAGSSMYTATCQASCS
DRD3 agonist: activates the human D3 dopamine receptor; D3R DiscoveRx beta-arrestin cells, luminescence, 90 min; max activation, %; actives 0.58% (n = 410,000); AID 652048; P35462; in the data active means max activation above about 30%; further: 0% is about no effect; mostly tested at two doses, the higher about 12 µM
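Agonist-mode cell screen: cells plated at 1500/well and incubated overnight at 37 °C, then exposed to library compounds for 90 min at 37 °C. Detection reagent was added for 30–60 min at room temperature, and luminescence was read.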
D3 antag: D3 dopamine receptor (human) antagonism; P35462; D3R cells, DiscoveRx beta-arrestin luminescence, antagonist mode; active compounds read low; max response, negative = inhibition, %; actives 2.5% (n = 360,000); AID 652054; in the data active means max response below about -50%; inconclusive means no clear call, values can overlap the other calls; further: on the % scale 0 is the no-effect control and ±100 the full control effect; mostly tested at two doses, the higher about 12 µM
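Cells plated overnight at 1500 cells/well, then exposed to library compounds with dopamine controls for 90 minutes at 37 degrees C. DiscoveRx reagent added for 30–60 minutes at room temperature; luminescence read, quantitative HTS format.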
GLP1R inv ag: GLP-1 receptor (human) inverse agonism; HEK293 GLP-1R CRE-luciferase, luminescence, 24 h; GLP-1R form is constitutively active; P43220; AID 624417; actives 1.6% (n = 410,000); Potency, µM (top dose mostly 38.3 µM), without a hit: at the top dose activity change, negative = inhibition, actives largely listed as inhibitors; further: potency means the concentration at half of the fitted maximal effect; on the % scale 0 is the no-effect control and ±100 the full control effect; nearly all actives have a fitted effect of over 55% in size
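Inverse agonism was detected as reduced cAMP-driven luciferase luminescence after 24 h compound treatment. The cells were HEK293 clones expressing constitutively active human GLP-1R with the reporter. Reporter-only and GPR119 cell lines served as counterscreen controls.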
aSyn rescue: rescues yeast growth from alpha-synuclein toxicity; AID 652106; Yeast expressing alpha-synuclein, growth rescue, BacTiter-Glo, 24 h; actives 0.14% (n = 370,000); Potency, µM (highest dose often 46.1 µM), without a hit: at the highest dose growth rescue (activation), usual class: activators; further: potency means the concentration at half of the fitted maximal effect; % of control where 0% means no effect; nearly all actives have a fitted effect of over 65% in size
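Galactose-induced alpha-syn yeast (OD600=0.02, raffinose-pregrown) + pinned cpd, 24 hr, 30 deg C; growth by BacTiter-Glo luminescence. Growth restoration scores as activation.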
GLP1R cytotox: cytotoxicity in counter-screen for GLP-1R inverse agonists | Potency, µM (highest dose often 38.3 µM), inactives show at the highest dose activity change, negative = inhibition, most hits filed as inhibitors | actives 0.13% (n = 410,000) | AID 624418 | HEK293 cAMP-luciferase reporter cells, luminescence, 24 h;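 further: loss of luciferase light is scored as toxicity; potency means the concentration at half of the fitted maximal effect; on the % scale 0 is the no-effect control and ±100 the full control effect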
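A 23 nL compound transfer followed 12 hours of cell culture at 37 deg C; exposure then lasted 24 hr. Luciferase assay detection reagent was dispensed and plates read for luminescence after a 12 min room-temperature wait.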
PTHR1 ag: agonists of human PTHR1 parathyroid hormone receptor; HEK293 GP2 PTHR1 cells, GloSensor cAMP luminescence, 1 h; Potency, µM (titrated, usually from 115 µM), for the others: at the top dose activation, hits mostly activators; actives 0.075% (n = 410,000); further: potency means the concentration at half of the fitted maximal effect; nearly all actives have a fitted effect of over 55% in size; some results filed as inactive show a strong effect at the top dose; inactives centre near -15; many of its hits are not listed in these tables
Target sequence (Q03431 whole entry, looked up): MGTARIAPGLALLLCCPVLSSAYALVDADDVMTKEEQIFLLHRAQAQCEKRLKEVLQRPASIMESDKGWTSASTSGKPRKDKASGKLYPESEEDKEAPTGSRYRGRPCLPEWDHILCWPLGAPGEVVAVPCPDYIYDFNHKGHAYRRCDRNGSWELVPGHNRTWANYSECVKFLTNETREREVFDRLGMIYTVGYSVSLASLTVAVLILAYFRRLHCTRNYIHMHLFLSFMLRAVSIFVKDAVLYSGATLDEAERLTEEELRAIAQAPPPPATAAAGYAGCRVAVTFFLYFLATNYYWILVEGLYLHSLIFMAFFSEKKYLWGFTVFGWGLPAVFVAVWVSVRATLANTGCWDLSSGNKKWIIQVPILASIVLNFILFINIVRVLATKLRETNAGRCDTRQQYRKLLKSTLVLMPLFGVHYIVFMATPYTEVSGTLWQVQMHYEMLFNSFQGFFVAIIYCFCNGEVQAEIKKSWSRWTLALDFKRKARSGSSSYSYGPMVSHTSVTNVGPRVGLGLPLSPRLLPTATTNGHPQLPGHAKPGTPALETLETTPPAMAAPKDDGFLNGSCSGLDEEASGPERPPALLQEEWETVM
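HEK-293-derived GP2 cells expressing PTHR1 and a GloSensor cAMP reporter, 3,000/well, plated overnight, given luciferin plus IBMX (each 0.5 mM as added) for 1 h at 37 °C, then compound for 1 h at 37 °C. Luminescence was read after 15 min at room temperature.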
TDP-43 yeast inh: inhibitors of TDP-43 toxicity in yeast; TDP-43 expressing yeast growth rescue, BacTiter-Glo, 24 h; Potency, µM (titrated, usually from 46.1 µM), inactives show at the top dose growth rescue (activation), usual class: activators; actives 1.8% (n = 410,000); further: potency means the concentration at half of the fitted maximal effect; % of control where 0% means no effect; nearly all actives have a fitted effect of over 50% in size
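Growth rescue of TDP-43-toxic yeast measured as ATP luminescence (BacTiter-Glo). Cells grown to mid-log in raffinose, induced in galactose at OD600=0.02, exposed to compound 24 hr at 30 deg C.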
KB-V1 cytotox: KB-V1 MDR subline cytotoxicity; KB-V1 MDR cells viability, CellTiter-Glo, 72 h; Potency, µM (titrated, usually from 46.1 µM), without a hit: top-dose activity change, negative = cytotoxicity, hits mostly cytotoxic; actives 3.4% (n = 400,000); AID 1347076; further: potency means the concentration at half of the fitted maximal effect; on the % scale 0 is the no-effect control and ±100 the full control effect; nearly all actives have a fitted effect of over 60% in size
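KB-V1 MDR subline cells in DMEM (phenol-red free, 10% FBS) exposed to compounds in qHTS concentration series for 72 h at 37 degrees C. Viability read by CellTiter-Glo luminescence; concentration-effect curves fitted after normalization and correction.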
* = called active by the depositor; i = inactive; ? = inconclusive; / = not tested or not shown; & = joins results of further samples; [ ] = remark or other dose. Unless noted, the call rests on the fitted dose curve; in most records, active means well fitted curve in the direction sought with a large enough effect; inconclusive means small, poorly fitted or top-dose-only effect, or another doubt; inactive means no such curve, though single readings can be large; an effect the other way counts as inactive or inconclusive. An excerpt. The share of hits here may be higher or lower than overall.

SMILES	GLP1R ag	DRD3 agonist	D3 antag	GLP1R inv ag	aSyn rescue	GLP1R cytotox	PTHR1 ag	TDP-43 yeast inh	KB-V1 cytotox
CC1=C(C(=O)Nc2ccc(C(=O)NCCC(C)C)cc2)SCCO1	5%	0	-19	-29%	4%	-7%	i	8%	-3%
O=C(Nc1ccc2c(c1)OCCO2)C1c2ccccc2OCC(=O)N1CCCN1CCOCC1 (stereo not drawn)	12%	5	15	23%	-7%	-10%	i	11%	-5%
Cc1cc(C)c(S(=O)(=O)c2ccccc2C)c(SCC(C)C)n1	1%	2	-23	?	-5%	3%	-5%[57.5 µM]	15%	0%
O=C(CC12CC3CC(CC(C3)C1)C2)NC(=S)N1CCCCC1	-1%	-2	-5	-19%	-3%	3%	i	9%	?
C/C(=N/Oc1nc(C)cc(C)n1)c1ccccc1	15%	2	-25	12%	-1%	18%	i	7%	0%
N#CC(C#N)=C/C=C(\Nc1ccc(Cl)cc1)c1ccc(Cl)cc1	-2%	-11	10	2%	-3%	2%	-12%	5%	9%
CCc1nn(CC(=O)Nc2ccc(C)cc2C)c(=O)c2cc3sccc3n12	/	-18	/	-3%	/	-1%	i	9%	-2%
CCN1CCN(c2ccc(NC(=O)CCc3c(C)nc4c(-c5ccccc5)c(C)nn4c3C)cc2)CC1	6%	-11	6	-27%	-4%	4%	i	17%	?
CCN(CC)S(=O)(=O)c1ccc(C)c(NC(=O)CNc2cccc(S(=O)(=O)N3CCCC3)c2)c1	-4%	5	12	?	3%	4%	-47%[inhibitor]	19%	14%
O=S(=O)(N/N=C/c1cccc(OC2CSC2)c1)c1ccccc1	-2%	-10	-66*	?	12%	-4%	-6%	-13%	?
COc1ccccc1N1CCN(C(=O)c2cnn(-c3ccc(F)cc3F)c2C2CCNCC2)CC1	-8%	-14	/	?	-7%	1%	0%	-10%	?
Cc1ccc(C)c(NC(=O)CN(C)C(=O)Cc2ccc(Cl)cc2Cl)c1	10%	-2	2	?	8%	6%	i	-1%	-6%
C=CCN1/C(=C(\C#N)C2=NS(=O)(=O)c3ccccc32)N(C)c2ccccc21	29%	-2	12	0%	-3%	1%	i	-8%	-2%
O=P(c1ccccc1)(c1ccccc1)C(O)c1ccccn1 (stereo not drawn)	-6%	-3	-16	-7%	24%	14%	-10%	-13%	10%
O=C(CCc1ccc(S(=O)(=O)NC2CCCCC2)cc1)NCc1ccccc1	6%	-15	?	?	-5%	-12%	i	-18%	-12%

2 neighbouring records already listed:
SMILES	GLP1R ag	DRD3 agonist	D3 antag	GLP1R inv ag	aSyn rescue	GLP1R cytotox	PTHR1 ag	TDP-43 yeast inh	KB-V1 cytotox
O=P(c1ccccc1)(c1ccccc1)C(O)c1ccccn1 (stereo not drawn)	-6%	-3	-16	-7%	24%	14%	-10%	-13%	10%
O=C(CCc1ccc(S(=O)(=O)NC2CCCCC2)cc1)NCc1ccccc1	6%	-15	?	?	-5%	-12%	i	-18%	-12%

(more compounds)
SMILES	GLP1R ag	DRD3 agonist	D3 antag	GLP1R inv ag	aSyn rescue	GLP1R cytotox	PTHR1 ag	TDP-43 yeast inh	KB-V1 cytotox
COc1ccc(NC(=O)C2CCCCN2CC(=O)OCc2ccccc2)cc1OC (stereo not drawn)	4%	2	-8	8%	7%	13%	i	15%	0%
Cc1ccc(NC(=O)Cn2cnc3c(oc4nc5c(cc43)COC(C)(C)C5)c2=O)cc1	10%	-1	4	9%	0%	5%	-20%	6%	-16%
O=C(Nc1ccc(C(=O)N2CCCCC2)cc1)C1CCC1	9%	2	-19	6%	-4%	-12%	i	-9%	6%
COc1ccc([N+](=O)[O-])c(OC)c1C(=O)NC(=O)Nc1nc(C)nc(C)n1	2%	5	0	22%	0%	-12%	i	1%	?
Cc1sc(C2C(C#N)=C(N)N(c3cccc(Cl)c3)C3=C2C(=O)CCC3)cc1CN1CCOCC1 (stereo not drawn)	/	-5	/	9%	/	3%	?	-6%	/
N#Cc1ccc(N/N=C/c2ccccc2)c([N+](=O)[O-])c1	-12%	0	-12	-16%[0.307 µM]	-6%	9%[0.307 µM]	-4%	-4%	5%
Cc1cccc(OC(=O)c2cc(-c3ccc(Cl)cc3)on2)c1C	/	-8	/	12%	/	-5%	i	-8%	6%
O=C(Nc1ccc(S(=O)(=O)NCc2ccccc2)cc1)C1CCCCC1	8%	-6	-11	13%	1%	9%	-17%	10%	?
COc1ccccc1N1CCN(c2ncc3c(n2)CCN(Cc2ccccc2C)C3)CC1	/	3	/	-3%	/	-2%	-17%	21%	15%
COc1ccc(-c2cc(C(F)(F)F)c(C#N)c(SCC(=O)O)n2)cc1	1%	4	7	-9%	-1%	1%	i	25%	9%
CCc1nn(CCCC(=O)NC2CCCCC2C)c(=O)c2cc3occc3n12 (stereo not drawn)	20%	3	-20	46%[activator]	4%	-8%	-15%	22µM*	?
Cc1nc2ccn(Cc3cccnc3)c(=O)c2cc1C(=O)N1CCN(c2ccccc2)CC1	/	6	/	3%	/	4%	i	6%	4%
Cc1c(C(=O)Nc2ccc(N3CCOCC3)cc2)oc2ccccc12	6%	5	63	0%	-7%	2%	-10%[57.5 µM]	7.9µM*	-5%
COC(=O)c1cc(S(=O)(=O)NCC2CCN(Cc3ccc(C)cc3)CC2)c[nH]1	-2%	-3&-23	-9	?	4%	-7%&-4%	30%	9%&-15%	?
COc1ccc(C(=O)NCCSc2ccc(C)cc2)cc1	-5%	-2	0	-19%	-12%	-11%	i	?	?
Cc1ccc(NC(=O)Cn2cc3c(n2)CCC(C)C3)cc1 (stereo not drawn)	-1%	4	7	-25%	2%	1%	i	20%	23%
CCN(CC)c1ccc(NC(=O)c2cc3ccccc3o2)c(C)c1	-10%	2	11	8%	0%	0%	-18%[57.5 µM]	-19%	-7%
COc1cc2c(cc1OC)C(c1cc(OC)c(OC)c(OC)c1)C1(O)C(=O)OCC1(O)C2 (stereo not drawn)	14%	4	8	-10%	4%	?	i	-2%	0%
Cc1cccc2c(=O)c(C(=O)NCCc3ccccc3)c[nH]c12	2%	-7	-24	1%	-1%	25%	-4%	?	0%
O=C(NCc1ccccc1)C(=O)NCC(c1cccnc1)N1CCN(c2ccccc2)CC1 (stereo not drawn)	/	0	/	-28%	/	0%	-45%[inhibitor]	20%	?
CN(Cc1ccccc1)C(=O)COC(=O)C1CCN(S(=O)(=O)c2ccc3c(c2)OCCO3)CC1	-1%	3	18	14%	-1%	3%	-10%	-1%	18%
CCn1c(=O)cc(SCC(=O)Nc2cc(Cl)ccc2OC)c2ccccc21	/	8	/	-3%	/	-20%	-25%	18%	8%
COc1ccc(S(=O)(=O)N2CCC(C(=O)N3CCc4ccccc4C3)CC2)cc1Cl	3%	-6	-11	-1%	12%	4%	-42%[inhibitor]	-13%	-2%
COc1ccccc1NC(=O)C(=O)NCC1COc2ccccc2O1 (stereo not drawn)	-1%	0	6	7%	5%	-10%	-25%[57.5 µM]	?	?
C=CCn1c(C)csc1=Nc1ccccc1C	4%	4	1	-26%	2%	5%	-2%	11%	-10%
Cc1noc(C)c1CN1C(=O)c2cccc([N+](=O)[O-])c2C1=O	2%	-1	-14	-7%	-2%	?	25%	0%	12%
CC(NC(=O)C(Cc1ccccc1)n1cccc1)c1ccccc1 (stereo not drawn)	6%	-7	-8	11µM*	0%	2%	i	24%	-9%
CCCCC[C@@H](C)N1C[C@H](COCc2ccccc2)Oc2cc(N3CC[C@@H](N(C)C)C3)ccc2S1(=O)=O	-19%	-3	24	?	-46%[inhibitor]	-1%	-31%	17%	16µM*
Cc1ccn2cc(-c3ccc(NC(=O)c4ccco4)cc3)nc2c1	2%	-3	-11	?	0%	-15%	-16%	-13%	-23%
C=C1c2cc(C)c(C)cc2NC(=O)N1c1ccccc1	-2%	3	12	32%[activator]	6%	-3%	-6%	14%	18%
CC(=O)Nc1ccc(NC(=O)CSc2nnc(NC(=O)c3cccc(F)c3)s2)cc1	1%	1	7	-3%	-13%	15%	i	-8%	3%
Nc1ccccc1-c1nnc(SCc2ccccc2Cl)[nH]c1=O	3%	-10	-14	2%	-20%	-5%	8%[57.5 µM]	7%	-22%
CCOC(=O)c1sc(NC(=O)CSc2nccc(C)n2)nc1C	14%	6	14	8%	-9%	6%	-5%	20%	-2%
CCOC(=O)c1c(C)[nH]c(C(=O)NCc2ccccn2)c1C	12%	-1	11	67%[activator]	-4%	6%	-12%	-8%	0%
O=C1CC(c2ccccc2)CC(O)=C1C=NCCN1CCOCC1 (stereo not drawn)	-5%	-2	5	0%	21%	4%	i	-52%[inhibitor]	-5%
c1ccc(N/N=C2\CCCc3ccccc32)nc1	-3%	-2	-24	19%[7.66 µM]	-7%	11%[7.66 µM]	12%	18%	-16%
COc1ccc(C2=NC3(CCCCCC3)N(CC(=O)Nc3cccc(Cl)c3)C2=O)cc1	/	2	/	11µM*	/	-26%	-37%[inhibitor]	17%	/
c1ccc(-c2nnc(CSc3nnc(-c4ccncc4)n3Cc3ccco3)o2)cc1	-8%	1	1	-20%	0%	-8%	-1%[57.5 µM]	2%	?
Cc1ccccc1C(=O)NC(C(=O)Nc1nc2c(s1)CCCC2)C(C)C (stereo not drawn)	0%	0	8	?	-2%	-12%	-5%	0%	-17%
Cc1ccc2c([N+](=O)[O-])c(C)ccc2n1	6%	1	-3	51%[activator]	2%	-7%	i	22%	8%
CCO[C@@H]1OC(C(=O)Nc2ccccc2)=C[C@H](C)[C@H]1CCCO	6%	13	-20	-2%	12%	-20%	i	5%	?
Cc1ccnc(NC(=O)CCC(=O)N(CC(=O)NC2CCCCC2)c2ccc3c(c2)OCO3)c1	19%	-14	5	9%	0%	13%	13%[57.5 µM]	2%	-1%
CCOC(=O)c1c(C)[nH]c(C(=O)COC(=O)c2cnccn2)c1C	7%	-10	8	28%	0%[1.84 µM]	5%	-31%	6%	-22%

Screening results (PubChem)
